# High-throughput results as filed in PubChem BioAssay.
# CRFBP-R2 agonist: agonists of CRF-BP/CRF-R2 complex, primary screen, cell-based, HEK293, calcium dye fluorescence, uHTS | CRF-binding protein / CRF receptor 2 complex (human) | calcium dye fluorescence (FLIPR); percent of saturating CRF peptide response | activation, % at 13.2 µM | hit rate 0.46% among 350,000 | AID 588473, 2011;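 active means activation of at least 50%, plus an integration ratio under a set limit after plate pattern correction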;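 further: plate controls were neutral control wells without compound for no effect and CRF at EC100 for full effect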
# CHRM5 PAM: human M5 muscarinic receptor positive allosteric modulators, primary screen, CHO-K1 cells, Fluo-8 calcium fluorescence. Muscarinic acetylcholine receptor M5 (Homo sapiens), P08912. CHO-K1 hM5, ACh EC20 PAM; 0% = ACh EC20, 100% = ACh EC100. activation, % at 3 µM. hit rate 0.3% among 360,000. AID 624038, 2012;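 active means activation above the run cutoff, the mean activation of all test compounds plus 3 SD, cut at about 18% in these data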
#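 Assay system: CHO-K1 hM5 cells / Incubation: Fluo-8 loading 80 min at 37 °C plus 30 min room temperature / Technique: Fluo-8 calcium dye fluorescence, kinetic read / Repeats: single replicate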
# CHRM4 agonist: human M4 muscarinic receptor agonists, primary screen, CHO-K1 cells, Fluo-8 calcium fluorescence | Muscarinic acetylcholine receptor M4 (Homo sapiens), P08173 | CHO-K1 hM4/Gqi5; vehicle 0%, full acetylcholine response 100% | activation, % at 3 µM | hit rate 0.14% among 360,000;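 active means activation above the run mean over all test wells plus 3 SD, cut at about 32% in these data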;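 further: peak over basal fluorescence ratio per well then scaled between controls; 0% = DMSO wells and 100% = acetylcholine at EC100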
# CHRM5 agonist: human M5 muscarinic receptor agonists, primary screen, CHO-K1 cells, Fluo-8 calcium fluorescence; activation, % at 3 µM; CHO-K1 hM5 cells; 0% DMSO wells, 100% maximal acetylcholine response; Muscarinic acetylcholine receptor M5 (Homo sapiens), P08912; hit rate 0.19% among 360,000;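 active means activation above the run's mean over test compounds plus 3 SD, cut at about 23% in these data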;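 further: signal is peak over basal fluorescence ratio across the kinetic read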
# M4 PAM: human M4 muscarinic receptor positive allosteric modulators, primary screen, CHO-K1 cells, Fluo-8 calcium fluorescence; Muscarinic acetylcholine receptor M4 (Homo sapiens), P08173; AID 624126, 2012; CHO-K1 hM4/Gqi5, ACh EC20; 0% = ACh EC20, 100% = maximal ACh; hit rate 0.4% among 360,000; activation, % at 3 µM;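 active means activation above its plate's cutoff, the mean activation of sample wells plus 3 SD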; further: some results filed as inactive read as strong as hits
# CHRM4 antagonist: human M4 muscarinic receptor antagonists, primary screen, CHO cells, Fluo-8 calcium fluorescence; inhibition, % at 3 µM; AID 624125, 2012; hit rate 0.73% among 360,000; CHO-hM4 cells, ACh EC80;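 active means inhibition above its plate's cutoff, the mean inhibition of sample wells plus 3 SD, cut at about 27% in these data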;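 further: 0% = acetylcholine EC80 with DMSO and 100% = DMSO without agonist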
# IDE inh: human IDE inhibitors in live cells, primary screen, fluorescence polarization, HEK cells, FAbetaB substrate; Insulin-degrading enzyme (Homo sapiens), P14735; FAbetaB cleavage; inhibition, % at 5.59 µM; hit rate 0.41% among 320,000;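 active means percent inhibition above the average of all tested compounds plus 3 SD, set per screening campaign, cut at about 16% in these data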;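 further: IDE supplied by intact live HEK cells; FP after avidin binding of uncleaved biotin substrate so inhibition keeps polarization high; 0% = DMSO wells and 100% = 60 µM reference IDE inhibitor Ii1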
# CRFBP-R2 block: antagonists of CRF-BP/CRF-R2 complex, primary screen, cell-based, HEK293, calcium dye fluorescence, uHTS; CRF-induced calcium fluorescence; inhibition, % at 11.8 µM; hit rate 0.59% among 350,000; AID 588475, 2011;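 active means inhibition of the ligand-induced calcium signal above about 50% at the single tested concentration, limit read from the data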
# CHRM5 antagonist: human M5 muscarinic receptor antagonists, primary screen, CHO cells, Fluo-8 calcium fluorescence; Muscarinic acetylcholine receptor M5 (Homo sapiens), P08912; CHO-hM5 cells, ACh EC80; inhibition, % at 3 µM; hit rate 0.59% among 360,000; AID 624040, 2012;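 active means inhibition above a per-plate cutoff, the mean of that plate's test compounds plus 3 SD, cut at about 27% in these data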;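 further: 0% = acetylcholine EC80 with DMSO and 100% = DMSO without agonist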
# Numbers without * were called inactive; x = not tested or not shown.
no.	Compound	CRFBP-R2 agonist	CHRM5 PAM	CHRM4 agonist	CHRM5 agonist	M4 PAM	CHRM4 antagonist	IDE inh	CRFBP-R2 block	CHRM5 antagonist
1	O=C(CN1C(=O)C2CC=CCC2C1=O)NCC(=O)Nc1ccc(F)c(F)c1F (stereo unspecified)	-0.1	0	1	-3	-5	4	3	-8	16
2	Cc1ccc(S(=O)(=O)n2ccc(OC(=O)c3cccs3)n2)cc1	3.0	5	1	2	-1	9	1	9	7
3	Cc1cc(C)n(CCNS(=O)(=O)c2ccccc2)n1	-1.1	3	1	-5	10	3	-3	21	-8
4	Cc1nccn1CCc1nc(N)nc(N)n1	-2.1	-3	0	2	10	0	1	37	1
5	CN1CCCC(OC(=O)c2cc(Br)ccc2Cl)C1 (stereo unspecified)	-3.4	-9	2	-8	-5	0	4	17	2
6	CSCCC(NS(=O)(=O)/C=C/c1ccccc1)C(=O)NCCc1ccc(S(N)(=O)=O)cc1 (stereo unspecified)	-1.7	0	0	-2	-2	-2	-5	-4	11
7	O=C1Nc2ccc(Br)cc2/C1=C/C1CC=CCC1 (stereo unspecified)	2.2	26*	0	3	14	-14	2	-20	2
8	Nc1c(C(=O)CSc2nccn2-c2ccc(Cl)cc2)c(=O)[nH]c(=O)n1C1CC1	-0.7	18*	0	-1	7	-8	0	-6	-2
9	Cc1n[nH]c(C)c1S(=O)(=O)N1CCOCC1	0.0	3	0	-1	-9	4	-4	-8	-1
10	Cc1cc(C(=O)NNC(=O)c2ccc(C)c([N+](=O)[O-])c2)c(C)o1	-2.8	-3	0	-1	1	0	x	23	9
11	CN(CC(=O)NCC(c1ccco1)N1CCCCC1)S(=O)(=O)c1ccc(Cl)cc1 (stereo unspecified)	1.7	7	1	-10	-6	0	3	-8	-5
12	Cc1cc(C)cc(C(=O)Nc2ccc3[nH]c(=O)[nH]c3c2)c1	2.1	5	1	3	4	0	6	9	4
13	O=C(COc1ccccc1)NC(=S)N1CCc2ccccc21	-2.8	1	0	-4	5	8	2	12	1
14	CC(OC(=O)c1cc2ccccc2[nH]1)C(=O)N(C)c1ccccc1 (stereo unspecified)	-1.8	5	7	2	0	-5	-1	1	-3
15	CC1CCN(C(=O)C(NS(=O)(=O)c2cccc3nsnc23)C(C)C)CC1 (stereo unspecified)	-2.1	0	0	-4	3	-18	-3	-12	5
16	CC(C)CN1CCN=C1Nc1ccccc1	-0.4	-1	0	0	-2	2	-1	0	6
17	CC1CCN(CC(=O)Nc2nn(-c3ccccc3)nc2C(N)=O)CC1	-2.5	-3	2	-3	1	4	3	3	6
18	COc1ccc(NC(=O)CSCC(=O)Nc2ccccc2N2CCCC2)cc1	-1.5	-3	3	1	5	-1	-10	8	11
19	O=C(CC(C(=O)O)c1ccc(Cl)cc1)c1ccc(Cl)c(Cl)c1 (stereo unspecified)	0.3	-5	0	-2	-3	7	3	0	9
20	COc1ccc(CCNC(=O)COc2ccc(S(=O)(=O)NC3CCCCC3)cc2Cl)cc1OC	-2.0	-5	6	6	-5	-1	2	-32	4
21	COc1ccc(Br)c(C(=O)OCC(=O)N2CCc3ccccc32)c1	1.2	-4	7	-1	-2	4	-1	-2	7
22	C=CCn1c(SCc2c(C(=O)OC)sc(N)c2C(=O)OC)nnc1-c1ccc(Br)cc1	2.9	-9	5	-1	-7	2	-1	0	6
23	CCOc1ncccc1C(=O)N1CCN(C(c2ccccc2)c2ccccc2)CC1	-2.3	-4	0	-7	-7	-2	0	34	-2
24	CCCCCCCCNC(=O)CC(NS(=O)(=O)c1ccc(NC(C)=O)cc1)C(C)C (stereo unspecified)	0.2	-5	-1	-1	-12	-1	-3	-8	-3
25	O=C(COC(=O)CC1Sc2ccccc2NC1=O)NCc1ccccc1 (stereo unspecified)	-0.7	-7	10	0	3	-14	3	9	-8
26	[S-]C(=Nc1ccc(Cl)cc1)N[n+]1ccccc1	-0.1	-2	3	1	12	10	2	15	-2
27	CCn1c(=O)cc(SCC(=O)N(C)Cc2ccccc2)c2ccccc21	-0.2	1	2	0	6	1	2	1	-1
28	Cc1ccccc1C1C(C#N)=C2N=C(N)c3c(sc4c3CCCCC4)N2C2=C1C(=O)CCC2 (stereo unspecified)	13	3	3	0	-1	10	3	-21	3
29	CN1CCN(C(=O)c2cc3cc(Cl)ccc3[nH]2)CC1	-2.1	0	1	-9	0	11	3	-3	5
30	C=Cc1ccc(Cn2c(=O)n(CCCOC)c(=O)c3sccc32)cc1	-1.0	-7	4	4	-2	-6	1	15	-1

# An excerpt of these results, field by field.
28. Cc1ccccc1C1C(C#N)=C2N=C(N)c3c(sc4c3CCCCC4)N2C2=C1C(=O)CCC2 (stereo unspecified)
- CRFBP-R2 agonist: 13
- CHRM5 PAM: 3
- CHRM4 agonist: 3
- CHRM5 agonist: 0
- M4 PAM: -1
- CHRM4 antagonist: 10
- IDE inh: 3
- CRFBP-R2 block: -21
- CHRM5 antagonist: 3

29. CN1CCN(C(=O)c2cc3cc(Cl)ccc3[nH]2)CC1
- CRFBP-R2 agonist: -2.1
- CHRM5 PAM: 0
- CHRM4 agonist: 1
- CHRM5 agonist: -9
- M4 PAM: 0
- CHRM4 antagonist: 11
- IDE inh: 3
- CRFBP-R2 block: -3
- CHRM5 antagonist: 5

# Ordered by molar mass (lowest first): some entries from above
no.	Compound	CRFBP-R2 agonist	CHRM5 PAM	CHRM4 agonist	CHRM5 agonist	M4 PAM	CHRM4 antagonist	IDE inh	CRFBP-R2 block	CHRM5 antagonist
16	CC(C)CN1CCN=C1Nc1ccccc1	-0.4	-1	0	0	-2	2	-1	0	6
26	[S-]C(=Nc1ccc(Cl)cc1)N[n+]1ccccc1	-0.1	-2	3	1	12	10	2	15	-2
29	CN1CCN(C(=O)c2cc3cc(Cl)ccc3[nH]2)CC1	-2.1	0	1	-9	0	11	3	-3	5
17	CC1CCN(CC(=O)Nc2nn(-c3ccccc3)nc2C(N)=O)CC1	-2.5	-3	2	-3	1	4	3	3	6
19	O=C(CC(C(=O)O)c1ccc(Cl)cc1)c1ccc(Cl)c(Cl)c1 (stereo unspecified)	0.3	-5	0	-2	-3	7	3	0	9
27	CCn1c(=O)cc(SCC(=O)N(C)Cc2ccccc2)c2ccccc21	-0.2	1	2	0	6	1	2	1	-1
25	O=C(COC(=O)CC1Sc2ccccc2NC1=O)NCc1ccccc1 (stereo unspecified)	-0.7	-7	10	0	3	-14	3	9	-8
21	COc1ccc(Br)c(C(=O)OCC(=O)N2CCc3ccccc32)c1	1.2	-4	7	-1	-2	4	-1	-2	7
18	COc1ccc(NC(=O)CSCC(=O)Nc2ccccc2N2CCCC2)cc1	-1.5	-3	3	1	5	-1	-10	8	11
23	CCOc1ncccc1C(=O)N1CCN(C(c2ccccc2)c2ccccc2)CC1	-2.3	-4	0	-7	-7	-2	0	34	-2
24	CCCCCCCCNC(=O)CC(NS(=O)(=O)c1ccc(NC(C)=O)cc1)C(C)C (stereo unspecified)	0.2	-5	-1	-1	-12	-1	-3	-8	-3
28	Cc1ccccc1C1C(C#N)=C2N=C(N)c3c(sc4c3CCCCC4)N2C2=C1C(=O)CCC2 (stereo unspecified)	13	3	3	0	-1	10	3	-21	3

# Following part:
no.	Compound	CRFBP-R2 agonist	CHRM5 PAM	CHRM4 agonist	CHRM5 agonist	M4 PAM	CHRM4 antagonist	IDE inh	CRFBP-R2 block	CHRM5 antagonist
31	CC(C)CNC(=O)NC1C(NC(=O)NCC(C)C)N(C)C(=O)N1C (stereo unspecified)	0.6	-3	0	3	13	7	0	-7	-3
32	Cc1c(NC(=O)Nc2cccc([N+](=O)[O-])c2)c(=O)n(-c2ccccc2)n1C	4.1	1	2	-3	5	-5	1	1	3
33	O=C1NC2(CCCCC2)C(=O)N1Cc1cccc(C(F)(F)F)c1	-0.4	-5	1	-6	1	-14	-3	-7	1
34	NS(=O)(=O)c1ccc(NC(=O)Nc2ccc(Cl)cc2)cc1	-1.0	-14	4	3	-19	17	7	-20	18
35	CCOC(=O)c1sc(NC(=O)c2ccc(S(=O)(=O)N(CC)CC)cc2)nc1C	0.2	0	1	2	3	4	0	-5	-6
36	O=C(O)CN(CC(=O)O)CC(=O)O	1.8	-5	0	1	-1	-2	x	-15	9
37	Cc1ccc(O)c(CP(=O)(c2ccccc2)c2ccccc2)c1	0.8	-6	3	0	-8	-1	1	0	-5
38	COc1ccccc1CNC(=O)C1CCN(S(=O)(=O)c2ccc3c(c2)CC(C)N3C(C)=O)CC1 (stereo unspecified)	-0.3	-6	2	-3	-1	8	2	-2	13
39	NC(=O)c1ccccc1NC(=O)CCc1ccccc1	0.0	2	1	0	-1	5	-4	17	2
40	COc1ccc(NC(=O)CN(C)CC(=O)NC2CCCCC2C)cc1 (stereo unspecified)	-3.0	1	0	1	11	-2	4	14	0
41	O=C(CSc1nc2ccccc2n1Cc1ccc(Cl)cc1)N/N=C/c1ccccc1C(=O)O	0.1	11	1	-5	1	-8	2	-30	-2
42	CC(OC(=O)C(NC(=O)c1ccco1)C(C)C)C(=O)Nc1ncc(Cl)cc1Cl (stereo unspecified)	2.0	-5	0	-2	2	8	-9	-16	-1
43	COc1ccc(CN2CC(=O)N(c3cc(Cl)ccc3OC)C2=S)cc1OC	1.1	-5	15	2	-14	12	-1	5	9
44	CN(C)C(=O)CNc1ccn2nc(-c3cccc(OCCN4CCOCC4)c3)cc2n1	x	2	2	1	2	1	x	x	1
45	CNC(=O)c1c(Cl)cnn1-c1ccccc1	0.3	-6	1	-1	1	-3	4	29	7
46	Cc1ccc(S(=O)(=O)N2CCN(c3ncnc4ccccc34)CC2)cc1	-0.5	-15	16	9	-3	7	3	6	11
47	Brc1ccc(-c2cn3nc4c(nc3n2)CCCC4)cc1	5.6	0	1	0	-1	-5	-4	22	7
48	COC(=O)c1sccc1NC(=O)c1ccc(Cl)s1	-0.4	-8	8	3	-13	11	9	0	2
49	Cc1csc2c(=O)sc(NC(=O)c3ccco3)nc12	-1.9	-1	0	-2	1	3	2	-12	10
50	Cc1onc(-c2ccccc2)c1-c1nnc(COC(=O)c2ccc(O)cc2)o1	0.1	-5	8	4	-6	-6	x	2	5
51	O=C(Nc1ccc2c(c1)OCO2)c1cc(-c2ccc(O)cc2)on1	0.1	6	1	0	1	5	-1	7	-8
52	COc1ccc(CCn2nnnc2C(c2ccccc2)N2CCN(C)CC2)cc1OC (stereo unspecified)	1.0	5	2	-9	2	4	7	8	2
53	CNC(=O)c1ccc(NC(=O)Cc2ccc(S(=O)(=O)N3CCOCC3)s2)cc1	3.4	7	0	2	0	0	8	-3	-1
54	O=C(NCc1ccco1)c1csc2c1CCCCC2	-0.8	3	1	-3	8	-5	1	10	3
55	Cc1ccc(CNS(=O)(=O)c2ccc3c(c2)CCN3C(=O)C2CCC2)cc1	-0.7	1	3	0	1	-4	6	10	-5
56	CCCCSc1nc(O)cc(=O)n1CC	-1.6	7	1	-7	4	-21	-8	35	7
57	O=c1c2ccccc2cnn1Cc1ccc(Cl)c(Cl)c1	-2.1	0	1	-4	2	-15	-1	-8	-14
